Screening data deposited in PubChem BioAssay by several laboratories.
HSP90 inh = HSP90 inhibitors, primary screen, cell lysate, luminescence; inhibition, % at 5.6 µM; Heat shock protein HSP 90 (rabbit reticulocyte lysate; luciferase refolding); AID 1789, 2009; Rabbit reticulocyte lysate, luciferase refolding luminescence, 3 h; 290,000 tested, 0.91% active;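 active = inhibition above the screen-wide mean plus 3 SD, computed separately per campaign, cut at about 16% in these data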;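 also: 0% = DMSO wells and 100% = 60 µM geldanamycin wells; inhibitors lower the luminescence because luciferase stays unfolded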
IEC-6 cytotox = cytotoxicity in IEC-6 intestinal epithelial cells, primary screen, cytotoxicity control for KLF5 inhibitor project, cell-based, luminescence. AID 1825, 2009. IEC-6 cytotoxicity, luminescence viability. inhibition, % at 5 µM. 290,000 tested, 0.78% active; in the data active = inhibition above about 22%;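 also: 0% = plate median of test compound wells and 100% = cytotoxic reference compound wells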
KLF5 inhibitor = KLF5 expression inhibitors, primary screen, DLD-1 cells, luminescence; inhibition, % at 5 µM; 290,000 tested, 0.23% active; DLD-1 KLF5 promoter-luciferase reporter; AID 1700, 2009;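 active = inhibition above a per-plate limit of that plate's mean compound inhibition plus 3 SD, cut at about 60% in these data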;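 also: 0% = DMSO wells and 100% = LY294002 at 200 µM; higher means less KLF5 promoter-driven luciferase light; inactives centre near -14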
HIF activator = HIF pathway transcriptional activators, primary screen, cell-based, U2OS HRE-luciferase, luminescence; 300,000 tested, 0.32% active; U2OS HRE-luciferase reporter; normalized: DMSO 0%, desferrioxamine 100%; activation, % at 7.5 µM (by protocol);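 active = mean activation of at least 10% of the iron chelator positive control signal, with at least half of replicates also reaching 10%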
Platelet DG rel = inhibitors of platelet dense granule secretion, primary screen, cell-based, MLPCN, human platelets. 300,000 tested, 0.22% active. human platelet-rich plasma, SFLLRN dense granule ATP release, luminescence. inhibition, %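 (compounds screened at 7.5 µM in platelet-rich plasma)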;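 active = mean replicate score, as percent of positive control, at or above 50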
HSF1 inhib = HSF1 inhibitors in luciferase reporter cells, primary screen, cell-based, NIH3T3, luminescence | activity change, negative = inhibition, % at 7.5 µM (by protocol) | NIH3T3-HGL HSE-luciferase, MG132-induced, luminescence 8 h; active compounds read low | 300,000 tested, 0.77% active;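 active = more than half of replicate wells show activity change below -50%, luminescence cut by over half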;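 also: luciferase reports HSF-1 transcriptional activity via heat shock element; 0% = median of DMSO wells and -100% = zero luminescence signal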
HSF-1 act = HSF-1 activators, primary screen, NIH3T3-HGL cells, MG132 stress, luminescence, single point. NIH3T3-HGL HSF-1 luciferase reporter, 8 h; 100% = twice DMSO control signal. activation, % at 9 µM. 300,000 tested, 1.7% active;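 active = mean replicate activation of at least 50% with a set share of replicates each reaching 50%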;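 also: 0% = median of the neutral control wells and 100% = twice that signal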
AI-2 QS mod = Vibrio harveyi AI-2 quorum sensing modulators, primary screen, JMH597 strain, luminescence/OD600 ratio. activity change, % at 7.5 µM. 300,000 tested, 0.4% active. Vibrio harveyi JMH597 AI-2 luminescence/OD600 ratio, 9 h; active compounds read low; strain lacks LuxN and CqsS sensors; 0 = neutral-control median; in the data active = activity change below about -75%, passing the limit was not always enough;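 also: luminescence divided by OD600 gain over 9 h not by final OD600 alone; inactives centre near 13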
SKKanGAS inh = S. pyogenes SKKanGAS growth inhibitors in kanamycin, primary screen, streptokinase expression inhibitor project, SKKanGAS strain, BacTiter-Glo luminescence | 6 h | inhibition, % at 7.5 µM | 300,000 tested, 1.3% active;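 active = mean replicate score, as percent of positive control median, at least 50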;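 also: strain carries kanamycin resistance gene driven by streptokinase promoter and grows in 40 µg/ml kanamycin; loss of luminescence reflects streptokinase promoter inhibition or plain growth inhibition; 0% = median of DMSO wells and 100% = positive control at its reference dose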
aSyn 5UTR inh = MLPCN primary screen, SNCA 5' untranslated region. AID 1813, 2009. inhibition, % (tested at 7.5 µM). alpha-synuclein 5'UTR reporter, inhibitor activity. 300,000 tested, 0.82% active; in the data active = inhibition above about 60%;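 also: H4 neuroglioblastoma cells stably carrying SNCA 5'UTR luciferase fusion; 0% = DMSO wells and 100% = positive control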
* marks the source's active call; other numbers are inactive results; . = not tested or not shown. An unsorted share of the library, and some 6% of all compounds hit somewhere here.

SMILES | HSP90 inh | IEC-6 cytotox | KLF5 inhibitor | HIF activator | Platelet DG rel | HSF1 inhib | HSF-1 act | AI-2 QS mod | SKKanGAS inh | aSyn 5UTR inh
O=C(CSc1nc2c(c(=O)n1-c1ccc(F)cc1)SCC2)N1CCCC1 | 2 | -3 | 9 | 0.1 | -11 | -5 | 14 | 23 | -16 | -14
O=C(OCc1ccccc1F)c1cc2ccccc2cc1O | 1 | -4 | -14 | 1.2 | -3 | 10 | 15 | 9 | 18 | -21
CC(C)C(=O)NNC(=O)c1c(O)c2ccccc2[nH]c1=O | -5 | 3 | -30 | 0.2 | 4 | -1 | 7 | 14 | -5 | 4
O=C(NCCn1cccn1)C1CCC(=O)N(CCc2ccccc2)C1 (configuration not stated) | -4 | 1 | -24 | 0.2 | -3 | -6 | 18 | 12 | 15 | -3
O=C(O)/C=C/C(=O)NC1CCCCCCCCCCC1 | 2 | 3 | -24 | -0.1 | 5 | -2 | -6 | 24 | 1 | -4
CCCNC(=S)Nc1ccc(F)cc1F | 0 | 0 | -9 | 0.3 | -3 | 5 | 6 | 22 | 8 | -4
CCOC(=O)CCN(Cc1cccs1)S(=O)(=O)c1ccc(F)cc1 | -1 | 0 | -19 | -0.1 | 0 | 13 | 17 | 0 | 4 | -9
COc1ccc(CCN2C(=O)CCC2(C)C(=O)NCc2cccnc2)cc1OC (configuration not stated) | 10 | -2 | 21 | -0.3 | 14 | 12 | 44 | 32 | -1 | 16
Cc1cccnc1NC(=O)Cn1nc(C)c([N+](=O)[O-])c1C | 7 | 5 | 11 | -0.2 | 11 | -5 | -11 | 18 | -4 | -6
Cc1ccc(C)c(N2CCN(c3nc4ccccc4c(=O)n3Cc3ccccc3)CC2)c1 | 1 | -3 | -18 | -0.2 | 16 | 1 | 8 | 21 | 35 | -10
Cc1sc2ncnc(N[C@@H](Cc3ccccc3)C(=O)O)c2c1C | -1 | -3 | -15 | -0.9 | 3 | -6 | -3 | 6 | 4 | 1
COc1ccc(CC(=O)NCc2nnc(SCC(=O)Nc3nccs3)n2-c2ccccc2)cc1 | 1 | -5 | -1 | 0.0 | 0 | -1 | -6 | 65 | -4 | 9
OC(CCN1CCCCC1)c1ccc(-c2ccccc2)cc1 (configuration not stated) | 4 | 0 | -24 | 3.1 | -4 | -14 | -10 | 9 | -6 | -37
COCCN(CC(=O)NCc1ccccc1)C(=O)CCC(=O)Nc1nccs1 | 1 | -2 | -22 | -0.4 | 2 | -9 | -10 | 10 | -7 | 20
CCC1=C/C(=C/c2sc3ccccc3[n+]2CC)CC(C)(C)C1 | 0 | -8 | -1 | 0.0 | 0 | 36 | 48 | 47 | 2 | -42
O=C1CSc2ccc(C(=O)Nc3cccc(S(=O)(=O)Nc4ccc(Br)cc4)c3)cc2N1 | 3 | 4 | 8 | -0.2 | -7 | -13 | -15 | 0 | 73* | -1
CCOc1ccc(NC(=S)NC(=O)c2cccnc2)c([N+](=O)[O-])c1 | -1 | -5 | -8 | 1.0 | 9 | 6 | 25 | 6 | 0 | -45
CCN(CC)S(=O)(=O)c1ccc(C)c(NC(=O)CNCc2ccccc2OC)c1 | 2 | -4 | -46 | 0.9 | 10 | -43 | -57 | 12 | 2 | 5
O=[N+]([O-])c1cccc(/C=C2\CCC(/C=N/Nc3ccc4ccccc4n3)=C2N2CCOCC2)c1 | -2 | 2 | -14 | 0.5 | 1 | -2 | -2 | 11 | 31 | 11
CCOC(=O)C1CCCN(CCC(=O)Nc2ccc(Br)cc2)C1 (configuration not stated) | 2 | 1 | 3 | -20 | -2 | 12 | 16 | 0 | 3 | 12
CCOC(=O)[C@@H]1[C@H]2COc3ccc(Br)cc3[C@H]2N2C(=O)N(c3cccc(F)c3)C(=O)[C@]12C | 0 | -2 | -5 | 1.4 | 1 | 11 | 23 | 26 | 10 | -3
CCOc1ccccc1Nc1nc(N)nc(CSc2nncn2C)n1 | -1 | 8 | -6 | 0.3 | -7 | 3 | 4 | 24 | -6 | 3
COc1ccc(OCCn2c(NC(=O)c3ccco3)nc3ccccc32)cc1 | 5 | -3 | -7 | 0.4 | -40 | -12 | 2 | 25 | 62* | 21
CCOC(=O)c1cc(NC(=O)c2ccccc2)c(=O)n2c1oc1ccccc12 | -1 | -5 | -21 | -3.7 | 7 | 0 | -4 | 4 | 4 | 10
CC(=O)Nc1ccc(NC(=O)CSCc2cnn(-c3ccccc3)c2-n2cccc2)cc1 | 0 | -4 | -17 | 0.1 | 0 | -4 | 1 | 14 | -11 | 7
CCC1(CC)C(=O)C(C)(C)C(=O)OC1c1ccccn1 (configuration not stated) | 4 | 0 | -33 | 0.4 | 1 | -5 | -8 | 14 | 1 | 6
CNC(=O)c1c(N)sc2c1CCCCC2 | 1 | -10 | -24 | -0.7 | 7 | -8 | -19 | 5 | 8 | -33
CC(C)n1c2ccccc2c2cc([N+](=O)[O-])ccc21 | 0 | 2 | 5 | -0.7 | 7 | -8 | 2 | 22 | -4 | 36
Cc1cccc(N(CC(=O)Nc2ccccc2-c2ccccc2)S(=O)(=O)c2ccccc2)c1C | 9 | -4 | 10 | -0.3 | -1 | 18 | 53* | 21 | 14 | 12
CC1=C(C(=O)N2CCCC(N3CCN(c4cccc(Cl)c4)CC3)C2)OCCO1 (configuration not stated) | 0 | -7 | -15 | 1.0 | -2 | 6 | 9 | 2 | -5 | -17
Cc1ccc(-c2nc3ncccc3o2)cc1NC(=O)C(C)C | 8 | -4 | 11 | -0.6 | 4 | -6 | -8 | 3 | -1 | -1
COc1ccc(Nc2cnn(-c3nc4ccccc4s3)c(=O)c2Cl)cc1 | 1 | -1 | -31 | 4.2 | -3 | 27 | 12 | 16 | 14 | -139
CC(=O)Nc1ncc(Cc2ccc(Cl)cc2Cl)s1 | 2 | -2 | -3 | 0.0 | 4 | 0 | 2 | 20 | 4 | 12
N#Cc1sc2nc3c(c(-c4ccco4)c2c1N)CCCC3 | 0 | -8 | -12 | -0.2 | . | 5 | 12 | 2 | -6 | 28
CCN1CCN(Cc2ccc(NC(=O)c3ccc(C)c(NC(=O)c4cc(-c5ccc(Br)cc5)n[nH]4)c3)cc2C(F)(F)F)CC1 | . | . | . | -1.2 | 6 | -39 | -54 | 46 | 37 | 23
C=C(C)C(=O)Nc1cccnc1Oc1ccc(F)cc1 | 2 | 1 | -4 | -0.7 | 8 | -1 | -8 | 11 | 2 | 1
Cc1ccc(CSc2nc3ccccc3c(=O)[nH]2)cc1 | -3 | -2 | -38 | 1.1 | 17 | 21 | 16 | 26 | 1 | -28
CCc1nc(SCC(=O)NNC(=O)C(C)C)c2ccccc2n1 | 5 | -6 | 22 | 0.5 | 2 | 7 | 6 | 13 | -10 | -22
CC(NC(=O)COc1ncnc2cc([N+](=O)[O-])ccc12)c1ccccc1 (configuration not stated) | -1 | 2 | 23 | -0.3 | 13 | 1 | -1 | 15 | 0 | -8
CC(NC(=O)CC1CCCCC1)c1ccccc1 (configuration not stated) | -6 | 1 | -21 | -18 | -12 | -2 | 27 | 5 | -1 | 0
COc1cc2c(cc1NC(=O)CN1CCN(S(=O)(=O)c3ccccc3F)CC1)oc1ccccc12 | 5 | 4 | -4 | -0.1 | -24 | -5 | 14 | 16 | 6 | -91
O=C(CSc1nnc(-c2ccc(O)cc2)o1)N1CCOCC1 | 1 | -4 | -39 | 2.4 | 4 | 4 | 22 | 21 | -3 | -77
CCN(CC)C(=O)C1CCCN(Cc2cccc(Oc3ccccc3)c2)C1 (configuration not stated) | 2 | -3 | -37 | 0.0 | -1 | 9 | 0 | 14 | 2 | -21
Cn1c(-c2ccc([N+](=O)[O-])cc2)nc2ccccc21 | -5 | 4 | -16 | 0.9 | 3 | 16 | 18 | 12 | 7 | -49
CSC1=C(C#N)C(CC(C)C)C(C(C)=O)=C(C)N1 (configuration not stated) | 5 | 1 | -11 | 0.0 | 17 | 11 | 17 | 12 | 1 | -19
Cc1ccc(-c2cc(-c3ccco3)c3c(N)c(C(=O)NN)oc3n2)cc1 | 3 | -3 | -17 | -0.2 | -9 | 0 | -6 | 12 | 27 | 3
CC(=O)N1c2ccc(S(=O)(=O)N3CCCC3)cc2CC1C(=O)NCc1cccc(F)c1 (configuration not stated) | -2 | 5 | -20 | -0.5 | 2 | 1 | 8 | 17 | -1 | -15
Cc1ccc(C)c(C(=O)C(C)OC(=O)CN2C(=O)NC3(CC(C)CC(C)(C)C3)C2=O)c1 (configuration not stated) | -3 | -2 | 7 | -0.7 | -1 | 6 | -4 | 18 | 1 | -5
CC(=O)Oc1ccccc1C(=O)N(C1CCCCC1)C1CCCCC1 | 11 | -8 | -6 | 1.0 | 2 | 6 | 11 | -10 | -13 | -5
C[C@@H](C(=O)NCCc1ccc(F)cc1)N1C(=O)N2CCc3c([nH]c4ccccc34)[C@@]2(C)C1=O | 2 | 8 | -9 | -0.2 | 0 | 12 | 23 | 12 | 10 | -5

The listing continues.
SMILES | HSP90 inh | IEC-6 cytotox | KLF5 inhibitor | HIF activator | Platelet DG rel | HSF1 inhib | HSF-1 act | AI-2 QS mod | SKKanGAS inh | aSyn 5UTR inh
CCN(C(=O)CSc1nnc(Cc2ccccc2F)n1N)C1CCS(=O)(=O)C1 (configuration not stated) | -1 | -3 | -23 | 0.1 | -3 | -9 | -4 | 15 | -3 | -12
O=C(c1ccco1)N1CCN(S(=O)(=O)c2ccc3c(c2)CCN3C(=O)C2CCC2)CC1 | 2 | 0 | -8 | -43 | -6 | 4 | 21 | 6 | 13 | 3
CCCNC(=O)[C@H]1N2C(=O)c3c(ccc(OC)c3OC)C2SC1(C)C (some centres not stated) | 0 | 0 | -14 | 0.0 | 3 | -4 | 3 | 23 | 2 | 12
Brc1ccc2ncnc(NCc3ccco3)c2c1 | 4 | 2 | 21 | 2.6 | 0 | -26 | -19 | 5 | 13 | -64
CCOC(=O)N1CCN(C(=O)c2cccn3c(=O)c4cc(Cl)ccc4nc23)CC1 | -2 | -1 | -17 | -0.5 | 0 | 2 | -13 | 27 | -11 | 18
CS(=O)(=O)N1CCCC(C(=O)NCCCN2CCC(Cc3ccccc3)CC2)C1 (configuration not stated) | -3 | -4 | -18 | . | -4 | -14 | -27 | 7 | 0 | -2
CCCN(CCC)C(=O)Cn1c2ccccc2c2nc(=O)cc(C)n21 | -3 | 2 | -35 | -0.4 | 0 | -3 | 6 | -1 | 2 | -53
CC(Oc1ccc(F)cc1)C(=O)Nc1cccc(-c2nn[nH]n2)c1 (configuration not stated) | -3 | 0 | -16 | 0.0 | 4 | 1 | -23 | 10 | -5 | 3
C=CCNC(=O)C12CCC(C)(C(=O)[C@H]1Br)C2(C)C (some centres not stated) | 4 | -4 | -12 | 0.5 | -4 | -8 | -10 | 10 | 1 | 10
